Screens as filed in PubChem.
ZTA counter: ZTA (EBV) inhibition in EBNA-1 counter-screen. P03206. ZTA-DNA binding, fluorescence polarization. inhibition, % at 11 µM. 320,000 compounds, 0.15% hits. AID 2234; in the data active = inhibition above about 33%
Target sequence (P03206 whole entry, looked up): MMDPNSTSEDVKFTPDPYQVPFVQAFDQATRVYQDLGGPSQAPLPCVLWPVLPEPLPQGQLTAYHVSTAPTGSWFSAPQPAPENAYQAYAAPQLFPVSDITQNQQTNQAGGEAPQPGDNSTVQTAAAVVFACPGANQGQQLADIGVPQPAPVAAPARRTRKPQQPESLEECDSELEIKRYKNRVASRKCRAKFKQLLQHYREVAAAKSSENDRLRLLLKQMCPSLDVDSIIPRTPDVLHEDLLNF
pPAFAH FP inh: inhibitors of human plasma PAF acetylhydrolase (pPAFAH). Q13093. recombinant pPAFAH, FP-rhodamine probe fluorescence polarization. inhibition, % at 3.39 µM. 330,000 compounds, 1.5% hits. AID 463082;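 active = inhibition above the mean inhibition across the screen plus 3 SD, cut at about 25% in these data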;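 note: inhibitors block binding of the rhodamine activity-based probe so polarization drops; 0% = enzyme with DMSO and 100% = wells lacking pPAFAH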
PREPL inhibitor: inhibits the human prolyl oligopeptidase-like enzyme | recombinant PREPL, fluorescence polarization activity-based probe | inhibition, % at 5.96 µM | 320,000 compounds, 0.68% hits; in the data active = inhibition above about 43%;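 note: 0% = enzyme with DMSO and 100% = wells lacking enzyme; many of its hits are not listed in these tables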
LYPLA2 counter: blocks human lysophospholipase 2, a PME1 counter-screen. O95372. recombinant LYPLA2, FP-Rh probe fluorescence polarization. inhibition, % at 5.9 µM. 320,000 compounds, 0.38% hits;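 active = inhibition above the screen-wide mean plus 3 SD, limit set per campaign, cut at about 26% in these data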;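 note: 0% = LYPLA2 with DMSO and 100% = wells lacking LYPLA2 enzyme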
Target sequence (O95372 whole entry, looked up): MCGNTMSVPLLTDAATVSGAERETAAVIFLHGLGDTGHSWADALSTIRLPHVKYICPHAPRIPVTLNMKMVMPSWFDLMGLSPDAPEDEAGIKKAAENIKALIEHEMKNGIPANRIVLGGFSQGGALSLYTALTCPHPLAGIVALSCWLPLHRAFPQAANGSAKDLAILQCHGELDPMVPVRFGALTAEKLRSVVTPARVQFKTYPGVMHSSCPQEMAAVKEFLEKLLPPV
PAFAH2 FP inh: PAFAH2 (human) inhibition; Q99487; recombinant PAFAH2, FP-rhodamine activity probe, fluorescence polarization; inhibition, % at 3.39 µM; 340,000 compounds, 0.99% hits; AID 492956;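 active = inhibition above the mean over all tested compounds plus 3 SD, cut at about 30% in these data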;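 note: inhibitors block probe labeling of enzyme so polarization drops; 0% = enzyme with DMSO and 100% = wells lacking PAFAH2 protein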
LYPLA1 counter: counter-screen for PME1 inhibitors: inhibitors of human LYPLA1 | recombinant LYPLA1, FP-Rh probe fluorescence polarization | inhibition, % at 5.9 µM | AID 2174 | 320,000 compounds, 0.16% hits | O75608;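 active = inhibition above the mean of all tested compounds plus 3 SD, set per campaign, cut at about 14% in these data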;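 note: inhibitors block serine hydrolase probe labeling of LYPLA1 so polarization falls; 0% = enzyme with DMSO and 100% = wells lacking LYPLA1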
PAFAH1B2 inh: inhibitors of human PAFAH1B2. P68402. recombinant PAFAH1B2, FP-rhodamine activity probe, fluorescence polarization. inhibition, % at 3.39 µM. 340,000 compounds, 1.2% hits;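 active = inhibition above the mean of all tested compounds plus 3 SD, cut at about 24% in these data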;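 note: 0% = enzyme with DMSO and 100% = wells lacking PAFAH1B2; many of its hits are not listed in these tables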
Target sequence (P68402 whole entry, looked up): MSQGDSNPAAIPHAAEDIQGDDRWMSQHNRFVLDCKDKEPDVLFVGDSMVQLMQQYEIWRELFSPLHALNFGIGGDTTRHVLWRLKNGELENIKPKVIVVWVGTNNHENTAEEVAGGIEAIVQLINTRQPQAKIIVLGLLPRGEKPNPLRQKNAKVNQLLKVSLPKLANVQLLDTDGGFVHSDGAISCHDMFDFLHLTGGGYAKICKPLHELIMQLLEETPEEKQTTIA
EBNA-1 inhibitor: blocks EBNA-1 binding to DNA; EBNA-1 DNA binding, fluorescence polarization; inhibition, % at 14.8 µM; 300,000 compounds, 0.34% hits; AID 1950; in the data active = inhibition above about 28%
PAFAH1B3 inh: inhibitors of human PAFAH1B3; Q15102; recombinant PAFAH1B3, FP-rhodamine probe, fluorescence polarization; inhibition, % at 3.39 µM; 340,000 compounds, 0.28% hits; AID 492972;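 active = inhibition above the screen-wide average of all tested compounds plus 3 SD, cut at about 25% in these data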;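 note: 0% = enzyme with DMSO only and 100% = wells lacking PAFAH1B3 protein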
Target sequence (Q15102 whole entry, looked up): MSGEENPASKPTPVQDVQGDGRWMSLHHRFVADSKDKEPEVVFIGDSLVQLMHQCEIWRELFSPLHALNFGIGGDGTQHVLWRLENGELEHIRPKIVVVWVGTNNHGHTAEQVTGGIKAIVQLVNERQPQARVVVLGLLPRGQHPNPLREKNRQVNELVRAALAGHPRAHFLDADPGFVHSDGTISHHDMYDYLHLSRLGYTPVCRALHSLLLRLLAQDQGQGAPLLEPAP
* = called active by the depositor.

For O=C(CSc1nc2ccccc2o1)c1cc2ccccc2oc1=O the results were ZTA counter -4, pPAFAH FP inh 26*, PREPL inhibitor 17, LYPLA2 counter -8, PAFAH2 FP inh -3, LYPLA1 counter -5, PAFAH1B2 inh 4, EBNA-1 inhibitor 0 and PAFAH1B3 inh 7.
For CC12C(=O)N(CCC(=O)O)C(=O)C1C1C=CC2C1 (centres undefined) the results were ZTA counter -14, pPAFAH FP inh 7, PREPL inhibitor 7, LYPLA2 counter 4, PAFAH2 FP inh 5, LYPLA1 counter 2, PAFAH1B2 inh 5, EBNA-1 inhibitor -9 and PAFAH1B3 inh 4.
For CCOc1ccc(OCC)c(-c2c(=O)n(OCc3ccccc3C(=O)OC)c3ccccc3[n+]2[O-])c1 the results were ZTA counter 11, pPAFAH FP inh -1, PREPL inhibitor 26, LYPLA2 counter 4, PAFAH2 FP inh -4, LYPLA1 counter -1, PAFAH1B2 inh 5, EBNA-1 inhibitor 7 and PAFAH1B3 inh 10.
`CS(=O)(=O)N(CC(=O)N1CCCC1)c1ccccc1Br` gave ZTA counter -13, pPAFAH FP inh 5, PREPL inhibitor 5, LYPLA2 counter 6, PAFAH2 FP inh 1, LYPLA1 counter 4, PAFAH1B2 inh -1, EBNA-1 inhibitor 1 and PAFAH1B3 inh 5.
`CCCn1c(C(C)NS(=O)(=O)c2ccccc2)n[nH]c1=S` (centres undefined) gave ZTA counter 1, pPAFAH FP inh 5, PREPL inhibitor -4, LYPLA2 counter 7, PAFAH2 FP inh 2, LYPLA1 counter -3, PAFAH1B2 inh 1, EBNA-1 inhibitor 2 and PAFAH1B3 inh 7.
For CNC(=O)COC(=O)/C=C/c1cn(-c2ccccc2)nc1-c1ccc2c(c1)OCCO2 the results were ZTA counter -5, pPAFAH FP inh -3, PREPL inhibitor 2, LYPLA2 counter 0, PAFAH2 FP inh -1, LYPLA1 counter -2, PAFAH1B2 inh -2, EBNA-1 inhibitor 1 and PAFAH1B3 inh -2.
C/C(=N/NC(=O)c1ccc(Br)o1)c1cccc(NC(=O)c2ccc(C)o2)c1 was read as ZTA counter -8, pPAFAH FP inh 0, PREPL inhibitor 7, LYPLA2 counter -5, PAFAH2 FP inh 1, LYPLA1 counter -3, PAFAH1B2 inh -3, EBNA-1 inhibitor -6 and PAFAH1B3 inh 6.
For CC(C)Cn1c(N)c(C(=O)COC(=O)c2cnc(Cl)c(Cl)c2)c(=O)n(C)c1=O the results were ZTA counter 0, pPAFAH FP inh -3, PREPL inhibitor -15, LYPLA2 counter -2, PAFAH2 FP inh 1, LYPLA1 counter -4, PAFAH1B2 inh 2, EBNA-1 inhibitor 4 and PAFAH1B3 inh 12.
`CCN1CCN(C(c2cccc(OC)c2OC)c2nnnn2Cc2ccco2)CC1` (centres undefined) gave ZTA counter -20, pPAFAH FP inh -1, PREPL inhibitor -14, LYPLA2 counter -8, PAFAH2 FP inh 3, LYPLA1 counter 0, PAFAH1B2 inh 8, EBNA-1 inhibitor -2 and PAFAH1B3 inh 3.
O=C(Cc1ccc(S(=O)(=O)N2CCCC2)s1)N1CCOCC1 was read as ZTA counter 6, pPAFAH FP inh 8, PREPL inhibitor 1, LYPLA2 counter -3, PAFAH2 FP inh -3, LYPLA1 counter 1, PAFAH1B2 inh 0, EBNA-1 inhibitor 5 and PAFAH1B3 inh 1.
`C=CCn1c(COc2cc(C)ccc2C(C)C)nnc1SCC(=O)c1c(N)n(C)c(=O)n(C)c1=O` gave ZTA counter -11, pPAFAH FP inh -1, PREPL inhibitor 2, LYPLA2 counter -1, PAFAH2 FP inh 0, LYPLA1 counter -3, PAFAH1B2 inh 2, EBNA-1 inhibitor -8 and PAFAH1B3 inh 0.
Cc1nc2ccccn2c1-c1csc(Nc2ccc(C(=O)O)cc2)n1 was read as ZTA counter -4, pPAFAH FP inh 8, PREPL inhibitor 3, LYPLA2 counter 8, PAFAH2 FP inh 3, LYPLA1 counter 2, PAFAH1B2 inh 4, EBNA-1 inhibitor -3 and PAFAH1B3 inh 8.
COc1ccc(OC)c(NC(=O)COC(=O)COc2ccc(Nc3ccccc3)cc2)c1 was read as pPAFAH FP inh 16, PREPL inhibitor 29, PAFAH2 FP inh 8, PAFAH1B2 inh 7 and PAFAH1B3 inh 4.
CCCNC(=O)N1CCN(S(=O)(=O)c2ccc3c(c2)OCCO3)CC1 was read as ZTA counter -6, pPAFAH FP inh 1, PREPL inhibitor 7, LYPLA2 counter -1, PAFAH2 FP inh 3, LYPLA1 counter 3, PAFAH1B2 inh 6 and PAFAH1B3 inh 13.
Screening COc1ccccc1NC(=S)N1CCN(C/C=C/c2ccccc2)CC1 returned ZTA counter 12, pPAFAH FP inh 5, PREPL inhibitor 18, LYPLA2 counter 3, PAFAH2 FP inh -4, LYPLA1 counter 0, PAFAH1B2 inh 3, EBNA-1 inhibitor -2 and PAFAH1B3 inh 3.
`Cc1ccc(CNC(=O)c2cc3c(=O)n4ccccc4nc3n(CC3CCCO3)c2=N)cc1` (centres undefined) gave ZTA counter 21, pPAFAH FP inh 7, PREPL inhibitor 26, LYPLA2 counter -8, PAFAH2 FP inh -4, LYPLA1 counter 1, PAFAH1B2 inh -3, EBNA-1 inhibitor 5 and PAFAH1B3 inh -4.
Screening CC1CCCCN1C(=O)CSc1nc(C2CC2)nc2c1cnn2-c1ccccc1 (centres undefined) returned ZTA counter -3, pPAFAH FP inh 1, PREPL inhibitor 5, LYPLA2 counter 7, PAFAH2 FP inh 1, LYPLA1 counter -1, PAFAH1B2 inh 10, EBNA-1 inhibitor 0 and PAFAH1B3 inh 9.
`C#CCn1c(-c2cccs2)nc2ccccc21` gave ZTA counter 5, pPAFAH FP inh -2, PREPL inhibitor 15, LYPLA2 counter 4, PAFAH2 FP inh -3, LYPLA1 counter 0, PAFAH1B2 inh -2, EBNA-1 inhibitor 2 and PAFAH1B3 inh 1.
CCOc1ccccc1NS(=O)(=O)c1c(C)noc1C was read as ZTA counter 0, pPAFAH FP inh 2, PREPL inhibitor -9, LYPLA2 counter 4, PAFAH2 FP inh -6, LYPLA1 counter -1, PAFAH1B2 inh 1, EBNA-1 inhibitor 11 and PAFAH1B3 inh 6.
`Cc1ccccc1NC(=O)N1CCN(S(=O)(=O)c2ccccc2)CC1` gave ZTA counter 8, pPAFAH FP inh -1, PREPL inhibitor 15, LYPLA2 counter -2, PAFAH2 FP inh 4, LYPLA1 counter -1, PAFAH1B2 inh 4, EBNA-1 inhibitor 4 and PAFAH1B3 inh -4.

The closing two compounds of the section above come first, to join the parts:
CCOc1ccccc1NS(=O)(=O)c1c(C)noc1C was read as ZTA counter 0, pPAFAH FP inh 2, PREPL inhibitor -9, LYPLA2 counter 4, PAFAH2 FP inh -6, LYPLA1 counter -1, PAFAH1B2 inh 1, EBNA-1 inhibitor 11 and PAFAH1B3 inh 6.
`Cc1ccccc1NC(=O)N1CCN(S(=O)(=O)c2ccccc2)CC1` gave ZTA counter 8, pPAFAH FP inh -1, PREPL inhibitor 15, LYPLA2 counter -2, PAFAH2 FP inh 4, LYPLA1 counter -1, PAFAH1B2 inh 4, EBNA-1 inhibitor 4 and PAFAH1B3 inh -4.
Cc1ccc(CNC(=O)Cn2cnc(S(=O)(=O)N3CCCCC3)c2)o1 was read as ZTA counter -11, pPAFAH FP inh 0, PREPL inhibitor 13, LYPLA2 counter 4, PAFAH2 FP inh 0, LYPLA1 counter 6, PAFAH1B2 inh 0, EBNA-1 inhibitor -11 and PAFAH1B3 inh 0.
Screening Cc1ccc(S(=O)(=O)N2CCC(C(=O)OC(C)C(=O)NC3CCCCC3C)CC2)cc1C (centres undefined) returned ZTA counter 0, pPAFAH FP inh 4, PREPL inhibitor -1, LYPLA2 counter -8, PAFAH2 FP inh 19, LYPLA1 counter -2, PAFAH1B2 inh 7 and PAFAH1B3 inh 10.
For CC(C)Cc1c(O)nc(SCC(=O)Nc2ccc3c(c2)CCC3)[nH]c1=O the results were ZTA counter 6, pPAFAH FP inh 8, PREPL inhibitor -2, LYPLA2 counter -2, PAFAH2 FP inh 1, LYPLA1 counter -2, PAFAH1B2 inh 1, EBNA-1 inhibitor -3 and PAFAH1B3 inh 3.
Screening CCOc1c(Br)cc(CNc2ccc3c(c2)OCCO3)cc1OC returned ZTA counter -1, pPAFAH FP inh 3, PREPL inhibitor 6, LYPLA2 counter 4, PAFAH2 FP inh 2, LYPLA1 counter 2, PAFAH1B2 inh 1, EBNA-1 inhibitor -15 and PAFAH1B3 inh 3.
Screening O=C(NC(Cc1ccccc1)C(=O)O)C1CCCCC1 (centres undefined) returned ZTA counter 6, pPAFAH FP inh 0, PREPL inhibitor 6, LYPLA2 counter -6, PAFAH2 FP inh -4, LYPLA1 counter -2, PAFAH1B2 inh 7, EBNA-1 inhibitor 1 and PAFAH1B3 inh 9.
For O=C(Oc1ccc(NC(=O)c2cc3c(cc2Br)OCO3)cc1)c1ccccc1 the results were ZTA counter -5, pPAFAH FP inh -5, PREPL inhibitor 22, LYPLA2 counter 0, PAFAH2 FP inh 4, LYPLA1 counter -5, PAFAH1B2 inh 1, EBNA-1 inhibitor 12 and PAFAH1B3 inh 6.
`COc1ccc(CCN2C(=O)CC(N3CCOCC3)C2=O)cc1OC` (centres undefined) gave ZTA counter -16, pPAFAH FP inh 3, PREPL inhibitor 8, LYPLA2 counter 4, PAFAH2 FP inh -6, LYPLA1 counter 1, PAFAH1B2 inh -4, EBNA-1 inhibitor -1 and PAFAH1B3 inh -2.
Screening O=C(NN=Cc1ccc(F)cc1)c1ccccc1NS(=O)(=O)c1cccs1 returned pPAFAH FP inh 19, PREPL inhibitor 12, PAFAH2 FP inh 15, PAFAH1B2 inh 5 and PAFAH1B3 inh 7.
For COc1cccc(-c2nn(-c3ccc(C)cc3)cc2C(=O)N(C)CC(=O)Nc2cccc(F)c2)c1 the results were ZTA counter -12, pPAFAH FP inh -3, PREPL inhibitor -26, LYPLA2 counter -53, PAFAH2 FP inh -19, LYPLA1 counter -21, PAFAH1B2 inh 1 and PAFAH1B3 inh 0.
C[C@@H](CN1CCC[C@H]1CN1C(N)=NC[C@@H]1Cc1ccccc1)N1C[C@@H](Cc2ccccc2)N(CCCC2CCCC2)C1=N was read as pPAFAH FP inh 2, PREPL inhibitor 55*, PAFAH2 FP inh -6, PAFAH1B2 inh -6 and PAFAH1B3 inh -1.
Screening CN(Cc1ccccc1)c1ccc(S(=O)(=O)N2CCC(C(=O)O)CC2)cc1[N+](=O)[O-] returned ZTA counter -8, pPAFAH FP inh 0, PREPL inhibitor -3, LYPLA2 counter 7, PAFAH2 FP inh -4, LYPLA1 counter 2, PAFAH1B2 inh 2, EBNA-1 inhibitor 18 and PAFAH1B3 inh 8.
CC(C)CN1CC(=O)N2C(c3ccccc3)c3[nH]c4ccccc4c3C[C@H]2C1=O (some centres undefined) was read as ZTA counter 8, pPAFAH FP inh 6, PREPL inhibitor -10, LYPLA2 counter -1, PAFAH2 FP inh -6, LYPLA1 counter 1, PAFAH1B2 inh -1, EBNA-1 inhibitor -8 and PAFAH1B3 inh 13.
`O=C(CSc1nncn1-c1ccccc1)Nc1c(F)cccc1F` gave ZTA counter -9, pPAFAH FP inh -3, PREPL inhibitor -6, LYPLA2 counter 1, PAFAH2 FP inh -13, LYPLA1 counter 1, PAFAH1B2 inh -1, EBNA-1 inhibitor -7 and PAFAH1B3 inh 1.
Cc1cc(C)cc(NC(=O)C(=O)NCCc2c[nH]c3ccccc23)c1 was read as ZTA counter 7, pPAFAH FP inh 11, PREPL inhibitor -37, LYPLA2 counter 0, PAFAH2 FP inh 3, LYPLA1 counter -2, PAFAH1B2 inh 1, EBNA-1 inhibitor 8 and PAFAH1B3 inh -4.

These rows are one share of the data, so the mix of outcomes need not match the whole.
